# TAAR1 agonist: human TAAR1 agonism; Q96RJ0; CHO RD-HGA16 TAAR1, Fluo-8 calcium fluorescence; vehicle wells 0%, saturating PEA agonist 100%; activation, % at 3 µM; hit rate 0.99% among 360,000; AID 624467;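 active = activation above the mean activation of all test compounds in the run plus 3 SD, cut at about 38% in these data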
#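 System: CHO-derived RD-HGA16 cells with stable Gα16 and human TAAR1. Times: 17-24 h plating, Fluo-8 75 min 37 °C, 30 min RT. Measured by: calcium-sensitive Fluo-8 signal, excitation 470-495, emission 515-575 nm. Read-out basis: % activation relative to PEA EC100 response. Control set: DMSO and PEA EC100. Repeats: no replicates (n 1).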
# CHRM1 antagonist: antagonists of human M1 muscarinic receptor; P11229; CHO-K1 hM1, Fluo-8 calcium fluorescence, ACh EC80 antagonist; inhibition, % at 3 µM; hit rate 1.3% among 360,000; AID 588852;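 active = percent inhibition above its own plate's cutoff, namely the mean of that plate's compound wells plus 3 SD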;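 note: peak over basal fluorescence ratio during 140 s after agonist addition; 0% = ACh EC80 plus DMSO and 100% = DMSO alone without agonist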
# Target sequence (P11229 whole entry, looked up): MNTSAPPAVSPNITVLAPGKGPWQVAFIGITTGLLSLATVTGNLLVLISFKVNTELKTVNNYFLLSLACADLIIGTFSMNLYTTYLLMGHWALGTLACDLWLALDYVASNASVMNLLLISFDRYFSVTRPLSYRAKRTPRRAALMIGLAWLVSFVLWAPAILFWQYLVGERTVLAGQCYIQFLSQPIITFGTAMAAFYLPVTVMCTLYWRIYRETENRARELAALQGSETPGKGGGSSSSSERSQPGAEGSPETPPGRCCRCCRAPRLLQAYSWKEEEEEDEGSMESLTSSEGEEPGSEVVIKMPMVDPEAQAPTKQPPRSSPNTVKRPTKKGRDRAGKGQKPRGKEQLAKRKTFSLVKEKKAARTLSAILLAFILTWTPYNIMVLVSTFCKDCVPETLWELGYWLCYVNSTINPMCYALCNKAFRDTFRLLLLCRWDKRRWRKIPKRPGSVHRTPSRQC
# M5 antag: antagonists of human muscarinic M5 receptor (CHRM5) | P08912 | CHO-hM5 cells, Fluo-8 calcium fluorescence, ACh EC80 | inhibition, % at 3 µM | hit rate 0.59% among 360,000 | AID 624040;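 active = inhibition above a per-plate cutoff, the mean of that plate's test compounds plus 3 SD, cut at about 27% in these data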;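 note: 0% = acetylcholine EC80 with DMSO and 100% = DMSO without agonist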
# CHRM4 agonist: CHRM4 agonism in calcium assay; P08173; CHO-K1 hM4/Gqi5, Fluo-8 calcium fluorescence; vehicle 0%, full acetylcholine response 100%; activation, % at 3 µM; hit rate 0.14% among 360,000;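 active = activation above the run mean over all test wells plus 3 SD, cut at about 32% in these data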;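 note: peak over basal fluorescence ratio per well then scaled between controls; 0% = DMSO wells and 100% = acetylcholine at EC100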
# Target sequence (P08173 whole entry, looked up): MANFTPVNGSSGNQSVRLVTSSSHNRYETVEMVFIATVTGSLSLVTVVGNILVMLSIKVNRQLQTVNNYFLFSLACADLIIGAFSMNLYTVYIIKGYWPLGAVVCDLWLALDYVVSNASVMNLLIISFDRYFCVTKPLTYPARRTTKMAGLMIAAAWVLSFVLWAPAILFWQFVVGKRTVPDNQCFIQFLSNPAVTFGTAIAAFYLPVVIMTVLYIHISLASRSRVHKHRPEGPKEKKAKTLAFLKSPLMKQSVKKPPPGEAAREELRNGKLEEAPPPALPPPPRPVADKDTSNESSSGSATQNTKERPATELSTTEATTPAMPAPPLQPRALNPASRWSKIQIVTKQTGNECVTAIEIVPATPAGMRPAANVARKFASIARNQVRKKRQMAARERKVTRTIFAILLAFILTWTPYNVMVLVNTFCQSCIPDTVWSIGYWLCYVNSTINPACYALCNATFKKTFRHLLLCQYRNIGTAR
# M4 antag: antagonists of human muscarinic M4 receptor (CHRM4). P08173. CHO-hM4 cells, ACh EC80, Fluo-8 calcium fluorescence. inhibition, % at 3 µM. hit rate 0.73% among 360,000;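 active = inhibition above its plate's cutoff, the mean inhibition of sample wells plus 3 SD, cut at about 27% in these data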;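 note: 0% = acetylcholine EC80 with DMSO and 100% = DMSO without agonist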
# CHRM1 agonist: agonists of human M1 muscarinic receptor; CHO-K1 hM1, Fluo-8 calcium fluorescence, agonist mode; 0% DMSO, 100% acetylcholine EC100; activation, % at 3 µM; hit rate 0.33% among 360,000; P11229;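 active = activation above the run's mean compound activation plus 3 SD, cut at about 16% in these data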;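 note: peak over basal fluorescence ratio within a 140 s kinetic read after compound addition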
# M5 ag: CHRM5 agonism in calcium assay; activation, % at 3 µM; P08912; hit rate 0.19% among 360,000; CHO-K1 hM5 cells, Fluo-8 calcium fluorescence; 0% DMSO wells, 100% maximal acetylcholine response;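 active = activation above the run's mean over test compounds plus 3 SD, cut at about 23% in these data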;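 note: signal is peak over basal fluorescence ratio across the kinetic read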
# CHRM5 PAM: potentiates acetylcholine response at human M5 receptor; activation, % at 3 µM; hit rate 0.3% among 360,000; P08912; CHO-K1 hM5, Fluo-8 calcium, ACh EC20 PAM; 0% = ACh EC20, 100% = ACh EC100;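 active = activation above the run cutoff, the mean activation of all test compounds plus 3 SD, cut at about 18% in these data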
#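 system = human M5 receptor in CHO-K1 cells | reagent = EC20 acetylcholine as agonist stimulus | compound dosing = single-point, 3 µM nominal | incubation = Fluo-8 loading 80 min at 37 °C plus 30 min room temperature | detection = Fluo-8 calcium dye fluorescence, kinetic read | benchmarks = low control EC20 acetylcholine (0%), high control EC100 acetylcholine (100%)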
# CHRM1 PAM: human CHRM1 positive allosteric modulation. P11229. CHO-K1 hM1, Fluo-8 calcium fluorescence, ACh EC20; 0% = ACh EC20, 100% = maximal ACh. activation, % at 3 µM. hit rate 0.088% among 360,000. AID 588819; in the data active = activation above about 19%, passing the limit was not always enough
# An asterisk follows results filed as active; . = no result given. These rows are one share of the data, so the mix of outcomes need not match the whole.
SMILES,TAAR1 agonist,CHRM1 antagonist,M5 antag,CHRM4 agonist,M4 antag,CHRM1 agonist,M5 ag,CHRM5 PAM,CHRM1 PAM
O=C(CCCN1C(=O)c2ccccc2C1=O)NCc1cccnc1,6,-9,1,0,0,-6,0,4,10
COc1ccccc1C(=O)NC(CCSC)C(=O)NCC(c1ccccc1OC)N1CCCC1 (stereo unspecified),-1,3,-9,1,-12,-8,-8,0,-2
COCCN1C[C@@H](CO)O[C@@H](n2cnc3c(NC4CCC4)ncnc32)C1,2,-17,-4,0,6,-2,0,2,15
Cn1c(N)c(C(=O)COC(=O)c2cccnc2Cl)c(=O)n(C)c1=O,4,-4,-3,1,-6,-6,3,3,9
Cc1nn(CC(=O)Nc2ccc(N3CCOCC3)cc2)c(C)c1Cl,3,-4,9,7,-2,-1,1,-2,6
COc1ccc(Cl)cc1C(=O)NNC(=O)CCNC(C)=O,1,-7,-2,1,-8,1,3,3,9
Cc1nn(-c2nc3ccccc3s2)c(N)c1-c1ccccc1,-1,-11,-5,1,-15,6,3,1,2
O=C(Oc1cccc(NC2=NS(=O)(=O)c3ccccc32)c1)c1cccnc1,23,21,9,20,9,1,3,-20,-20
CCN(CC)C(=O)CSc1nc(N)c(C#N)c(-c2cccs2)c1C#N,14,5,10,6,-2,-5,-3,1,-8
CCOC(=O)C1=C(C)Nc2nc(SCc3cccnc3)nn2C1c1ccc(OC)cc1 (stereo unspecified),1,-7,2,1,6,-7,0,-6,-1

# Compound profiles, from the list above:
# `COc1ccccc1C(=O)NC(CCSC)C(=O)NCC(c1ccccc1OC)N1CCCC1` (stereo unspecified) is entered as TAAR1 agonist: -1; CHRM1 antagonist: 3; M5 antag: -9; CHRM4 agonist: 1; M4 antag: -12; CHRM1 agonist: -8; M5 ag: -8; CHRM5 PAM: 0; CHRM1 PAM: -2
# `Cn1c(N)c(C(=O)COC(=O)c2cccnc2Cl)c(=O)n(C)c1=O` is entered as TAAR1 agonist: 4; CHRM1 antagonist: -4; M5 antag: -3; CHRM4 agonist: 1; M4 antag: -6; CHRM1 agonist: -6; M5 ag: 3; CHRM5 PAM: 3; CHRM1 PAM: 9

# The results go on:
SMILES,TAAR1 agonist,CHRM1 antagonist,M5 antag,CHRM4 agonist,M4 antag,CHRM1 agonist,M5 ag,CHRM5 PAM,CHRM1 PAM
CCc1ccc(NC2=NCC(=O)N2c2ccc3c(c2)OCCO3)cc1,14,-1,3,1,6,-5,-12,-10,-2
Nc1ccc(-n2nnnc2-c2ccco2)cc1,11,-9,6,2,4,-3,-3,8,6
O=C(NCc1ccon1)C1CCC(=O)N(CCc2cccc(F)c2)C1 (stereo unspecified),2,-16,-5,0,-13,0,-5,-1,17
COC(=O)c1ccc(C)c(NC(=O)CCn2[nH]c(=O)ccc2=O)c1,0,-14,6,1,-3,-1,2,-1,7
Cn1c(SCC(=O)Nc2nc(C(C)(C)C)cs2)nnc1C1CC1,4,4,12,5,-2,-5,7,-14,-2
Cc1ccc(-c2nnc(N(C)C(=O)c3ccncc3)s2)cn1,2,-20,-4,1,-1,0,2,0,19
OCCC1CN(Cc2cnn(-c3ccccc3Cl)c2)CCN1Cc1ccsc1 (stereo unspecified),0,-3,10,2,-18,-5,-5,-1,10
O=C(Nc1ccn(CCOC(=O)c2ccccc2)c(=O)n1)c1ccccc1,0,9,11,4,6,-3,3,-16,-7
O=C(c1ccc([N+](=O)[O-])o1)N1CCc2ccccc21,1,0,-11,0,2,-5,6,14,0
Cc1ccc(S(=O)(=O)NC2CCCC2)cc1C(N)=O,1,-20,2,2,-8,-2,-4,-2,11
CN(C)/C=N/c1cc(=O)n(C)c(=O)n1Cc1ccccc1,0,1,17,0,4,-7,-2,-8,4
C=CCNC(=O)CN1CCC(n2c(C)nc3cc(C(F)(F)F)ccc32)CC1,1,-10,0,2,-6,-3,-2,6,5
Cc1ccc(CNc2nc(Cl)c(C#N)s2)cc1,1,2,14,1,4,-7,-6,4,-12
COc1ccc(NS(=O)(=O)c2ccc3c(c2)NC(=O)CCS3)cc1Cl,4,17,2,11,1,2,5,-4,-5
Cn1cnc(S(=O)(=O)N2CCCCC2c2cc(C(=O)Nc3cccc4c3CCCC4)no2)c1 (stereo unspecified),2,-12,-2,4,-8,-3,0,1,4
Cc1ccc(NS(=O)(=O)c2cccc(C(=O)O)c2)c(C)c1,1,-2,-4,2,-4,-3,1,-6,2
O=C(CSc1nnc(-c2cccc(F)c2)o1)N1CCOCC1,5,4,10,2,13,-4,-3,-1,1
COc1ccccc1NC(=O)CSCc1cc(=O)n2c(C)csc2n1,5,-3,-13,5,-37,-2,-5,-4,5
CCOC(=O)C(C)On1c(-c2ccccc2)nc2ccc([N+](=O)[O-])cc21 (stereo unspecified),1,1,1,4,-3,-3,0,-6,0
CCCc1ccc(C(=O)NC(=O)c2ccccc2O)cc1,28,20,-3,16,-10,4,9,-11,-5
COc1ccc2oc(CS(=O)c3ccccc3)c(C(=O)O)c2c1 (stereo unspecified),1,-9,10,1,1,-2,0,-3,3
CC(=O)NNC(=O)CC(=O)Nc1nc(C23CC4CC(CC(C4)C2)C3)cs1,0,0,9,1,4,-10,-3,-4,2
Cc1cccc2cc(CN(CCN(C)C)C(=S)NCc3ccco3)c(=O)[nH]c12,8,5,-2,0,-2,-8,-2,3,-4
CN(C)S(=O)(=O)c1ccc(C(=O)NC(=O)CSc2nnnn2C)cc1,5,-10,10,1,-12,-6,0,2,5
CCOC(=O)c1ccc(NC(=O)COc2cc3oc(=O)c(CC(C)O)c(C)c3cc2Cl)cc1 (stereo unspecified),-2,-2,6,2,3,0,0,-7,1
Cc1cccc(N(CC(=O)N2CCCC2)S(=O)(=O)c2ccccc2)c1C,11,-18,7,0,-1,-8,-2,-2,9
CS(=O)(=O)N(CC(=O)N1CCN(Cc2ccccc2)CC1)c1ccccc1F,0,1,3,1,10,-4,-3,5,4
COc1cc2c(cc1OC)CN(C(=O)c1cc(COc3ccccc3SC)on1)CC2,0,0,-9,11,-20,-4,0,-2,-7
Cc1noc(C)c1S(=O)(=O)N(C)C[C@H]1Oc2c(NC(=O)C3CCCCC3)cccc2C(=O)N([C@H](C)CO)C[C@@H]1C,2,-13,-1,1,-14,-7,-1,1,9
NC(=S)N/N=C/c1cc([N+](=O)[O-])ccc1Cl,3,-6,12,1,6,1,1,0,9
CCOC(=O)C1C(=O)OC2(CCCCC2)C1C(=O)OCC (stereo unspecified),7,-24,3,0,-6,2,0,-3,16
COc1ccc(NC(=O)Nc2cccc3c2O[C@H](CN(C)S(=O)(=O)c2ccc(OC)cc2)[C@@H](C)CN([C@H](C)CO)C3=O)cc1,5,8,2,6,-2,-6,-1,-3,-6
CCCCn1c(=O)[nH]c(=O)c2c(C(=O)OCC)cc(-c3ccc(OC(F)F)cc3)nc21,1,-5,-2,0,12,-7,-5,-7,4
Cc1cccc(NCCC#N)c1,2,-5,-5,0,7,-7,-3,6,12
O=C(/C=C/c1ccco1)NC1CCCC1,5,-12,-1,1,10,-7,0,1,14
CCOc1ccc(N2C(=O)CC(S/C(N)=N/N=C/c3cccs3)C2=O)cc1 (stereo unspecified),0,6,4,6,-5,-3,0,-5,-5
CC[N+]1(CC)CC2CCC(C)(C1)C2(C)C (stereo unspecified),0,6,-1,1,-7,-5,-3,6,4
Cc1cc(C)c2oc(=O)cc(CN3CCN(Cc4ccc5c(c4)OCO5)CC3)c2c1,6,-9,-2,4,6,-4,-6,-8,-2
CC(=O)NC(CCCN1C(=O)c2ccccc2C1=O)c1nnn(C)n1 (stereo unspecified),2,7,-7,1,1,-3,1,3,1
CCCOc1ccc(F)cc1-c1cc(C(=O)NC(C)C)[nH]n1,1,-8,2,2,-20,-1,-1,2,11
c1ccc(-c2csc(CN3CCCCC3)n2)cc1,4,20,13,0,-4,-5,3,2,-10
Cc1ccn2c(=O)c(NC(=O)COc3ccccc3)c(C)nc2c1,1,-15,-6,1,-5,-1,-2,7,13
O=C(NCc1ccc(F)cc1)Nc1nnc([C@H]2C[C@H](O)[C@@H](CO)O2)s1,1,-5,0,0,-12,4,0,-3,7
O=C(CNc1cccc(S(=O)(=O)N2CCCC2)c1)Nc1cccc(Br)c1,12,8,3,16,-1,3,6,-16,-5
COc1cc(C(=O)Nc2nccs2)c(Br)c(OC)c1OC,16,15,16,14,6,1,4,-19,-4
CSc1ncccc1C(=O)OCC(=O)c1ccc(C)s1,-2,-13,6,1,-3,-7,-3,9,3
COc1ccc(Cl)cc1NC(=O)CN(C)C(=O)c1cc2ccccc2cc1OC,2,-2,3,6,10,-4,-1,-4,1
O=C(C(=O)N1CCC(Cc2ccccc2)CC1)c1ccccc1Br,-2,.,14,14,-6,.,0,-13,.
C[C@H](CO)N1C[C@H](C)[C@@H](CN(C)C(=O)Nc2ccc3c(c2)OCO3)Oc2c(NS(=O)(=O)c3ccccc3)cccc2C1=O,13,-6,-4,0,-5,-2,5,5,6
S=C(c1ccc(N2CCCC2)c(Br)c1)N1CCCCC1,-2,-7,12,0,-2,-8,-7,2,3

# (next part)
SMILES,TAAR1 agonist,CHRM1 antagonist,M5 antag,CHRM4 agonist,M4 antag,CHRM1 agonist,M5 ag,CHRM5 PAM,CHRM1 PAM
Nc1nnc(-c2ccc(Cl)c(Cl)c2)s1,2,3,11,1,0,-4,-1,2,5
Cc1oc(-c2ccccc2)cc1C(=O)Nc1ccccc1,8,9,1,-2,13,-6,-5,-10,-7
O=C(COc1ccccc1)Nc1c2c(nn1-c1ccccc1)CS(=O)C2 (stereo unspecified),2,-10,1,4,4,0,1,-5,9
COC(=O)C1=C(C)NC(C)=C(C(=O)OC)C1C(=O)OCC(=O)c1ccc(Br)cc1,-1,-8,7,0,2,-3,0,1,9
C=CCNC(=O)NS(=O)(=O)c1ccc(C)cc1,0,9,4,1,-2,1,1,-4,2
COc1ccc2c(c1OC)C(=O)N1C2SC[C@H]1C(=O)NC1CCCC1 (stereo partly specified),-1,2,-2,2,1,-4,1,8,0
COc1ccc(Cl)cc1-c1nc(SCC(=O)NC(C)(C)C)n[nH]1,1,-10,13,7,-6,-3,-1,-4,7
Cc1cc(-c2cc(C(=O)NCc3ccccc3)on2)nc(NCC2CC2)n1,10,-1,7,2,0,1,5,-12,-4
OCCNCC12CC3CC(CC(C3)C1)C2,2,-9,4,1,4,-8,1,7,7
COc1ccc(-c2cc(-c3ccccc3)nc(Cl)n2)cc1OC,1,-12,5,3,5,-1,-4,1,16
CCC(C)NC(=O)c1ccc(-n2c(=S)[nH]c3ccccc3c2=O)cc1 (stereo unspecified),1,-4,-6,1,-2,-7,0,6,2
COc1ccc(C(=O)NC2CC2)cc1OC1CCN(C/C=C/c2ccccc2)CC1,0,-1,3,1,-5,-7,-8,-6,-1
Cc1ccccc1-c1nsc(SCC(=O)Nc2ccc3c(c2)OCO3)n1,6,-6,-5,2,-7,-6,-2,1,1
COc1ccc(/C=N/c2c(-c3ccc(OC)cc3)nc3n2CCS3)cc1,1,-8,-2,-1,-12,-4,1,3,3
COc1ccc(-c2nc3ccc(Cl)cn3c2Cc2cccc(Cl)c2)cc1OC,0,-28,10,0,12,-4,-3,-7,0

# From PubChem BioAssay
